# aSyn 5UTR inh – 5' untranslated region of α-synuclein, MLPCN primary screen. inhibition, % (tested at 7.5 µM). 300,000 tested, 0.82% active. alpha-synuclein 5'UTR reporter, inhibitor activity. AID 1813; in the data active = inhibition above about 60%;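 note: H4 neuroglioblastoma cells stably carrying SNCA 5'UTR luciferase fusion; 0% = DMSO wells and 100% = positive control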
# IEC-6 tox – IEC-6 cytotoxicity, counter-screen for KLF5 inhibitors. luminescence viability. inhibition, % at 5 µM. 290,000 tested, 0.78% active. AID 1825; in the data active = inhibition above about 22%;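 note: 0% = plate median of test compound wells and 100% = cytotoxic reference compound wells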
# PolyA inhibitor – yeast polyadenylation inhibition; AID 1875; calls only at 12 µM; 300,000 tested, 0.02% active; S. cerevisiae SKY197-pL101 polyadenylation reporter, beta-gal luminescence; efflux-impaired pdr1/pdr3 knockout yeast; score 100 = 6 SD above DMSO;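 active = lowest replicate activity score at least 50, where 100 means six control SD above control mean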;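 note: yeast exposed to compound for 9 h at 30 °C; higher score means more reporter readthrough which indicates perturbed polyadenylation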
# HSF1 inh – HSF1 inhibition; 300,000 tested, 0.77% active; NIH3T3-HGL HSE-luciferase, MG132-induced, luminescence 8 h; stronger effect = lower value; activity change, negative = inhibition, % at 7.5 µM (by protocol);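 active = more than half of replicate wells show activity change below -50%, luminescence cut by over half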;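 note: luciferase reports HSF-1 transcriptional activity via heat shock element; 0% = median of DMSO wells and -100% = zero luminescence signal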
# KLF5 inh – inhibitors of KLF5 expression; DLD-1 KLF5 promoter-luciferase reporter, luminescence; inhibition, % at 5 µM; 290,000 tested, 0.23% active; AID 1700;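 active = inhibition above a per-plate limit of that plate's mean compound inhibition plus 3 SD, cut at about 60% in these data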;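 note: 0% = DMSO wells and 100% = LY294002 at 200 µM; higher means less KLF5 promoter-driven luciferase light; inactives centre near -14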
# HSP90 inh – HSP90 refolding inhibition in rabbit reticulocyte lysate | inhibition, % at 5.6 µM | 290,000 tested, 0.91% active | luciferase refolding luminescence, 3 h | AID 1789;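 active = inhibition above the screen-wide mean plus 3 SD, computed separately per campaign, cut at about 16% in these data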;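 note: 0% = DMSO wells and 100% = 60 µM geldanamycin wells; inhibitors lower the luminescence because luciferase stays unfolded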
# AI-2 QS mod – modulates the Vibrio harveyi AI-2 quorum sensing system; Vibrio harveyi JMH597 AI-2 luminescence/OD600 ratio, 9 h; stronger effect = lower value; strain lacks LuxN and CqsS sensors; 0 = neutral-control median; activity change, % at 7.5 µM; 300,000 tested, 0.4% active; in the data active = activity change below about -75%, passing the limit was not always enough;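 note: luminescence divided by OD600 gain over 9 h not by final OD600 alone; inactives centre near 13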
# GSK3B inh – inhibitors of human GSK3beta kinase | GST-GSK3beta kinase, ADP-Glo luminescence, 60 min; stronger effect = lower value | activity score (negative = inhibition), % at 10 µM | 300,000 tested, 0.038% active;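 active = more than half of replicate wells score below -50%, meaning over 50% inhibition versus plate controls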;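 note: 0% = median DMSO wells and -100% = median GW8510 positive control wells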
# Target sequence (P49841 whole entry, looked up): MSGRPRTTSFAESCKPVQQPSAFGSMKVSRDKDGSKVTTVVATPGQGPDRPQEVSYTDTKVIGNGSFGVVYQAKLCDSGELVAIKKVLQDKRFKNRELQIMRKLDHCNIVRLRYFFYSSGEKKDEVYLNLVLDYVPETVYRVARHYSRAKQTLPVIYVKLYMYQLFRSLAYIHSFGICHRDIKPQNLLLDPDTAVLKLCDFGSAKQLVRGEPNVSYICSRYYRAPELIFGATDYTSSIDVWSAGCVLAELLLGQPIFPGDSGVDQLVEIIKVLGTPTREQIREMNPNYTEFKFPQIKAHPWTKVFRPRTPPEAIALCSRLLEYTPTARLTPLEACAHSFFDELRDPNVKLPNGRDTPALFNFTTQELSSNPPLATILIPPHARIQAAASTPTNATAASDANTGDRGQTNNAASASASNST
#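 Assay system: GST-tagged human GSK3beta kinase, cell-free; Input: 1.6 ng GSK3beta; Medium: Tris/MgCl2 kinase buffer; Timing: 60 min enzyme reaction, room temperature; Signal: ADP-Glo luminescence quantifying ADP generated by kinase; Evaluation: score relative to plate controls; Benchmarks: DMSO neutral wells and GW8510 at 20 µM as positive.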
# GSK3A inh – inhibitors of human GSK-3 alpha kinase. AID 2650. 320,000 tested, 0.1% active. inhibition, % at 10 µM. P49840. ADP-Glo luminescence, 60 min;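 in the data active = inhibition above about 50%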;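 note: GST-tagged GSK-3 alpha with peptide substrate and 25 µM ATP; 0% = DMSO neutral wells and 100% = GW8510 positive control wells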
# Target sequence (P49840 whole entry, looked up): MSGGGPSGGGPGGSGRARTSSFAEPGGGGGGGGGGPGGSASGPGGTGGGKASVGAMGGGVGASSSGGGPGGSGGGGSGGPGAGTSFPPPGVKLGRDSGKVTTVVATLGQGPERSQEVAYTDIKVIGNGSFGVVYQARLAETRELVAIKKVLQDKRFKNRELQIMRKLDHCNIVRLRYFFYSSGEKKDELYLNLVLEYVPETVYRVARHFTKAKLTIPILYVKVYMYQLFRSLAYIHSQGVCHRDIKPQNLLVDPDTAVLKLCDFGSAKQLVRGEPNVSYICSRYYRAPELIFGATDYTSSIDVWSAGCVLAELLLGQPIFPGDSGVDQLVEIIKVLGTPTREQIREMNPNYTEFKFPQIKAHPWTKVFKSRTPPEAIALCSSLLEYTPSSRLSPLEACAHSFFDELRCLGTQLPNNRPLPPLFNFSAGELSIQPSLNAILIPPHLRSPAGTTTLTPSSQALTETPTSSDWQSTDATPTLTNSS
# HSF-1 act – increases HSF-1 driven luciferase reporter signal | AID 504408 | 300,000 tested, 1.7% active | activation, % at 9 µM | NIH3T3-HGL HSF-1 luciferase reporter, MG132, 8 h; 100% = twice DMSO control signal;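 active = mean replicate activation of at least 50% with a set share of replicates each reaching 50%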;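 note: 0% = median of the neutral control wells and 100% = twice that signal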
# * marks the source's active call; other numbers are inactive results; i = inactive; · = not tested or not shown. Not all compounds are listed; the hit share may differ from the screen's.
nr	Structure	aSyn 5UTR inh	IEC-6 tox	PolyA inhibitor	HSF1 inh	KLF5 inh	HSP90 inh	AI-2 QS mod	GSK3B inh	GSK3A inh	HSF-1 act
1	Fc1ccc(OCc2nnc(-c3ccccc3Br)o2)c(Cl)c1	-151.4	-14.9	i	27.7	-136.7	0.6	11.9	1.1	-3.9	68.2*
2	COc1ccccc1Cn1c(=S)[nH]c2cc(C(=O)NCCN(C)C)ccc2c1=O	-13.5	3.6	i	1.4	-28.4	3.9	11.2	5.7	-0.2	-9.3
3	O=C1c2cnc3ncnn3c2CC2c3ccccc3CCN12 (stereo unspecified)	-6.2	7.3	i	7.1	5.1	-3.5	16.4	-2.5	3.4	26.4
4	Nc1ccc(C(=O)O)cc1S(=O)(=O)O	-0.5	-5.5	·	-7.2	-0.1	4.7	2.7	0.5	-2.6	-7.3
5	Cc1c(Cl)cccc1-n1cnc(=O)c2ccccc21	12.8	·	i	-10.9	·	·	16.9	-3.2	1.9	6.2
6	CN(C)CCCNc1c2c(nc3cc(-c4cccc(F)c4)nn13)CCC2	12.0	2.6	i	0.8	-20.2	4.6	11.6	-1.4	-3.7	8.9
7	Nc1nnc(SCc2coc(-c3ccc(Cl)cc3)n2)s1	-118.2	2.2	i	31.4	-80.5	-3.4	19.7	5.8	-2.1	37.5
8	O=C(Nc1ccccc1C(=O)N1CCCCCC1)c1ccc(F)cc1	2.6	-8.0	i	-8.2	-42.9	-2.4	22.2	1.6	-2.9	2.9
9	COc1ccccc1NC(=O)CCn1c(=S)oc2ccccc21	5.7	-6.8	i	-3.7	-12.8	-3.7	10.8	0.2	-2.4	25.1
10	c1ccc2c(c1)NCCS2	-58.2	3.1	i	-7.3	-0.8	4.4	-4.5	-1.0	-1.0	-6.2
11	Cc1cc(=O)n2c(n1)NC(=NCc1ccccc1)NC2c1ccccc1 (stereo unspecified)	-7.5	-3.0	i	1.8	-44.6	-0.9	26.5	1.2	1.1	10.9
12	CS(=O)(=O)N1CCCC(C(=O)NCCc2ccc(Cl)cc2)C1 (stereo unspecified)	-7.9	-1.7	i	-5.0	-13.5	0.6	5.8	1.1	0.0	0.5
13	Cn1c(O)c(C=NCC2CCNCC2)c(=O)n(C)c1=O	25.4	0.8	i	2.5	-6.5	1.9	16.4	-0.3	·	-3.4
14	COC(=O)C1=C(C)N(CCc2ccccc2)C(=O)C1	·	-0.2	·	·	23.0	0.1	·	·	0.7	·
15	O=C(NCc1cccnc1)c1cccc(-c2cc3ccccc3oc2=O)c1	5.4	13.0	i	5.3	-15.1	2.7	18.5	-1.4	-0.5	13.3
16	Cc1ccc(NC(=S)N2CCN(C(=O)C3CCCO3)CC2)c(C)c1 (stereo unspecified)	26.6	3.4	i	0.7	-19.5	3.7	-8.6	0.1	0.8	7.6
17	CC(=O)N1CCc2cc(S(=O)(=O)NCCN3CCC(C)CC3)ccc21	-13.6	0.8	i	4.1	3.5	7.9	8.6	-0.1	1.1	1.7
18	COc1ccc(NC(=O)c2cccnc2)c([N+](=O)[O-])c1	-7.5	46.4*	i	-3.7	18.3	0.3	-8.3	2.1	0.5	0.0
19	CCOc1ccc(S(=O)(=O)N(CC)CC(=O)N2CCOCC2)cc1C	18.5	-6.1	i	-5.3	-18.9	-2.8	30.0	4.7	-4.0	-2.5
20	Cc1ccc2nc(C(Cl)(Cl)Cl)nc(N/N=C/c3ccncc3)c2c1	-3.6	5.7	i	4.6	-0.6	-0.7	1.6	-3.1	-3.0	12.5
21	COc1cc(C2c3c(oc4c(C)cc(C)cc4c3=O)C(=O)N2Cc2cccnc2)ccc1O (stereo unspecified)	-9.9	-1.7	i	3.6	-16.1	3.3	-4.7	-0.5	-1.8	26.7
22	NS(=O)(=O)c1ccc(CCNC(=O)c2cccc(OC(F)F)c2)cc1	3.7	2.9	i	0.9	-16.2	-2.2	63.4	2.0	-1.4	-10.2
23	Cc1cc(OCC(=O)NCc2ccccn2)c2c(C)c(Cc3ccccc3)c(=O)oc2c1	21.8	-5.3	i	1.6	-19.6	-1.2	·	1.1	-2.0	9.3
24	CCOC(=O)C1(CCOc2ccccc2)CCN(Cc2cc(OC)c3c(c2)OCO3)CC1	-28.0	2.3	i	26.5	-13.2	2.0	36.3	-0.4	-2.5	56.8*
25	O=C(Nc1ccnc(-c2cccnc2)n1)c1cccc(Cl)c1Cl	12.5	5.8	i	3.1	-24.5	1.9	22.3	1.8	3.3	-1.1
26	O=C(CCC(=O)OCc1ccc([N+](=O)[O-])cc1Cl)Nc1ccccc1	-16.8	5.3	i	-2.4	1.8	-1.4	6.7	-1.8	-0.9	-0.3
27	COc1ccc(Cn2c(=S)[nH]c3ccccc3c2=O)cc1	3.2	4.3	i	2.6	-46.3	2.1	7.1	3.1	-1.3	5.6
28	Cc1cccn2c(=O)c(/C=C(\C#N)S(=O)(=O)c3ccccc3)c(N3CCCCC3)nc12	22.9	-9.8	i	10.7	-26.1	3.0	-1.1	0.8	-5.2	13.5
29	O=C(NCCCO)C(=O)NCC1OCCCN1S(=O)(=O)c1cccs1 (stereo unspecified)	14.1	-0.2	i	-2.1	-11.4	-0.2	9.9	-0.1	2.9	-3.2
30	CCCCNC(=O)c1ccc2c(OCC)n(CCCC)nc2c1	2.9	-0.1	i	-7.3	-9.1	-0.3	17.0	2.4	-1.1	-24.7
31	CN(C)/C=N/c1c(C(=O)NCc2ccccc2)nnn1Cc1ccccc1	11.8	-7.8	i	12.3	-64.1	-0.3	19.1	3.7	-0.7	10.4
32	CCOc1ccccc1N(CC(=O)N/N=C(\C)c1cccc(Br)c1)S(C)(=O)=O	7.7	-2.0	i	0.4	-6.6	3.6	5.0	2.1	-1.6	12.6
33	CCOc1ccc(CCNC(=O)COC(=O)/C=C/c2ccc(OCC#N)c(OC)c2)cc1OCC	16.3	-5.1	i	·	-4.4	2.1	11.5	-1.6	-1.9	·
34	COC(=O)c1ccc(-n2nnnc2SCC(=O)Nc2ccccc2F)cc1	-14.5	-2.9	i	-4.6	-29.9	2.0	-3.6	1.3	1.7	0.2
35	O=C(Cn1cnc(Cl)c1Cl)c1ccc(F)cc1	7.2	-1.9	i	-15.2	-4.4	0.1	15.1	-0.5	1.5	3.3
36	CCOC(=O)C1CCN(C(=O)c2cc(S(=O)(=O)N3CCc4ccccc43)ccc2OC)CC1	8.3	·	i	-8.5	·	·	8.6	6.7	-2.6	-5.9
37	COc1ccc(C2(C)NC(=O)N(CC(=O)NC3(C#N)CCCCC3)C2=O)cc1 (stereo unspecified)	0.6	-1.5	i	-3.8	11.1	-0.3	5.8	3.3	0.8	-9.1
38	CC(C)c1cc(C(F)(F)F)n2nc(C(=O)Nc3ccc4c(c3)OCO4)cc2n1	-83.1	1.4	i	31.2	-11.4	0.5	7.2	-0.2	1.2	49.8
39	Cc1cc(C)cc(NCc2ccncc2)c1	21.4	1.6	i	-1.8	-32.5	0.5	-7.0	-0.4	-1.5	0.4
40	COc1ccccc1NC(=S)N(Cc1ccccn1)Cc1ccccc1Cl	8.4	-8.4	i	8.1	-8.6	-0.4	4.0	-0.9	-1.1	-2.3
41	O=c1[nH]c(N2CCN(Cc3ccc4c(c3)OCO4)CC2)nc2c1CCCC2	-10.9	0.5	i	-1.7	-46.4	-1.9	0.6	-4.4	-1.2	-3.4
42	CCC(C)(C)n1c(=O)[nH]c2c(c1=O)CCC2	5.3	-0.7	i	-3.1	-13.9	-1.9	22.3	-1.5	-1.0	-7.4
43	CC1CN(C(=O)c2ccc(CNS(=O)(=O)c3cccc(Cl)c3)cc2)CC(C)O1 (stereo unspecified)	-2.9	3.1	i	-9.3	-0.1	0.0	11.8	1.1	·	5.2
44	CCOC(=O)Cc1csc(NC(=S)NC(=O)c2cc(OC)c(OC)c(OC)c2)n1	-2.6	-1.0	i	-1.8	-11.4	-0.4	0.7	1.9	-2.8	-2.5
45	Cn1nc(C(F)(F)F)c(C(=O)Nc2ccc(F)cc2)c1Cl	6.0	-1.0	i	1.1	3.1	2.5	7.7	1.0	-1.6	-8.9
46	CC1(C)C2CC=C(/C=N/n3cnnc3)C1C2 (stereo unspecified)	-5.7	3.9	i	-3.4	-27.9	3.3	17.8	0.0	-0.7	-7.5
47	COc1ccc2c(c1)c(C(=O)CN1CCC(C(N)=O)CC1)c(C)n2C	-4.9	-3.1	i	3.5	-28.6	-3.3	10.9	1.8	-2.0	0.0
48	O=C(ON=C1CCN(S(=O)(=O)c2ccccc2)CC1)c1ccccc1	1.5	0.3	i	-0.7	-12.3	4.3	12.1	0.0	0.5	-1.0
49	CCn1ccc(C(=O)Nc2ccccc2SC)n1	-174.8	-3.1	i	8.3	-69.3	0.6	14.7	2.6	18.8	4.0
50	CC(C)CN(C(=O)COC(=O)c1cncc(Br)c1)c1c(N)n(Cc2ccccc2)c(=O)[nH]c1=O	-1.8	2.7	i	5.6	-37.0	7.0	7.6	0.1	3.7	21.3
51	COc1ccc(-n2ncc3c2CC(C)(C)CC3NC(=O)c2ccnn2C)cc1 (stereo unspecified)	5.2	5.2	i	1.9	-14.2	-0.8	25.0	-0.7	0.8	-8.6
52	O=c1c2ccccc2ncn1Cc1nc2ccccc2s1	-16.3	-3.9	i	-2.6	13.8	1.3	-32.7	1.5	-2.2	12.0
53	COc1ccc(C(=O)Nc2ccc3c(c2)C(=O)N(C)C3=O)cc1OC	-38.2	3.6	i	-0.4	-85.2	-1.8	5.8	-5.4	-1.4	13.3
54	Cc1ccc2nsnc2c1NC(=O)CCc1ccccc1	-23.3	7.2	i	5.2	-2.1	-1.5	15.0	1.7	-1.5	-13.0
55	CCOC(=O)CN1C(=O)S/C(=C/c2ccc(OCc3ccc(C(=O)O)cc3)cc2)C1=O	8.9	-6.0	i	2.4	-10.0	-1.8	18.9	1.1	-2.4	14.8
56	CCOC(=O)c1c(-c2ccc(OC)cc2)csc1NC(=O)CSc1ccccc1	1.4	4.7	i	7.5	0.7	2.2	18.0	-7.2	0.7	10.8
57	Cn1c(SCc2ccc(Cl)cc2)nnc1-c1ccc2nonc2c1	-24.7	-6.4	i	2.5	-11.7	-2.2	28.8	1.8	-3.7	17.3
58	Cc1ccc(Cl)cc1N(CC(=O)NC1CCCC1)C(=O)c1csnn1	11.7	-5.7	i	-3.0	-20.5	0.2	8.6	4.0	-0.4	-15.7

# Some of the entries above in another layout.
# Values run as follows: aSyn 5UTR inh | IEC-6 tox | PolyA inhibitor | HSF1 inh | KLF5 inh | HSP90 inh | AI-2 QS mod | GSK3B inh | GSK3A inh | HSF-1 act
34: COC(=O)c1ccc(-n2nnnc2SCC(=O)Nc2ccccc2F)cc1
 : -14.5 | -2.9 | i | -4.6 | -29.9 | 2.0 | -3.6 | 1.3 | 1.7 | 0.2
35: O=C(Cn1cnc(Cl)c1Cl)c1ccc(F)cc1
 : 7.2 | -1.9 | i | -15.2 | -4.4 | 0.1 | 15.1 | -0.5 | 1.5 | 3.3

# Screening data (PubChem)
